Compound activity: PubChem BioAssay, National Center for Advancing Translational Sciences (NCATS)
mIDH1 inhibitor – inhibitors of human mutant IDH1 R132H | O75874 | IDH1-R132H enzyme, NADPH consumption, diaphorase/resazurin fluorescence | Potency, µM (series often up to 76.6 µM), for the others: at the highest dose activity change, negative = inhibition, most hits filed as inhibitors | 390,000 compounds, 0.093% hits | AID 602179; further: potency means the concentration at half of the fitted maximal effect; on the % scale 0 is the no-effect control and ±100 the full control effect; nearly all actives have a fitted effect of over 65% in size
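IDH1-R132H (0.5 ug/mL dispensed) in pH 7.5 Tris buffer was preincubated 30 min with compound, then given a substrate mix of 0.016 mM NADPH and 2 mM alpha-KG for 80 min at room temperature; remaining NADPH was read by diaphorase/resazurin fluorescence.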
Glioma ERSR ind – ER stress response induction in glioma. U87-MG GRP78 promoter luciferase reporter, 16 h. Potency, µM, without a hit: at the highest dose activation, usual class: activators. 420,000 compounds, 0.02% hits. AID 602332; further: potency means the concentration at half of the fitted maximal effect; series mostly up to about 76 µM; % of control where 0% means no effect; nearly all actives have a fitted effect of over 35% in size
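Stably transfected U87-MG human glioma cells carrying a GRP78-based luminescent sensor were seeded at 1000 cells/well, pin-dosed with compounds and incubated 16 h. Luciferase reagent was then added, and end-point luminescence was read after 10 min at room temperature.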
Vif-A3G inh – Vif-A3G binding inhibition; Q9HC16; HeLa A3G-eYFP + Vif (tagged APOBEC3G with the HIV-1 protein that degrades it), YFP fluorescence, overnight; Potency, µM (series often up to 46.1 µM), without a hit: at the highest dose activity, negative = active, usual class: inhibitors; 410,000 compounds, 0.076% hits;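 further: potency means the concentration at half of the fitted maximal effect; on the % scale 0 is the no-effect control and ±100 the full control effect; nearly all actives have a fitted effect of over 60% in size; hits raise eYFP signal because A3G escapes Vif-driven loss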
Target sequence (Q9HC16 whole entry, looked up): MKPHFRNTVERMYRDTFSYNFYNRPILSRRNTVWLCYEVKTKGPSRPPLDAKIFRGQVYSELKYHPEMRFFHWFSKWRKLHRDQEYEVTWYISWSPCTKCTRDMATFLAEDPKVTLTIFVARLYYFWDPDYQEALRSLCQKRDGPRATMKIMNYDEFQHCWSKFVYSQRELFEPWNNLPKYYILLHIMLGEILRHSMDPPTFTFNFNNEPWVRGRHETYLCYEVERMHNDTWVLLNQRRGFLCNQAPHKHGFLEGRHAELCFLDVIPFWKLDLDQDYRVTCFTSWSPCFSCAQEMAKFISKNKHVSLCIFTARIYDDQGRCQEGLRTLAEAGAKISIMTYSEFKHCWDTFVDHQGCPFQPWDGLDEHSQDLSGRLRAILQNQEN
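HeLa cells stably expressing Vif and C-terminally eYFP-tagged A3G, seeded overnight at 37 deg C, then exposed to compound by pintool overnight at 37 deg C. Rise in yellow fluorescence (Ex 488/Em 500-530, Acumen) marks blocked Vif-driven A3G degradation.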
USP1-UAF1 inh – USP1/UAF1 (human) deubiquitinase inhibition. 390,000 compounds, 0.23% hits. Potency, µM (doses to about 57.1 µM), inactives show at the top dose activity change, negative = inhibition, usual class: inhibitors. O94782. AID 743255. recombinant USP1/UAF1, Ub-Rhodamine cleavage fluorescence; further: potency means the concentration at half of the fitted maximal effect; on the % scale 0 is the no-effect control and ±100 the full control effect; nearly all actives have a fitted effect of over 60% in size; inactives centre near -12
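USP1/UAF1 complex (1 nM) preincubated 15 min at room temperature with compound, then Ub-Rho substrate (150 nM final) added. Kinetic fluorescence at 480/540 nm over 6 reads at 60 s intervals; 50 mM HEPES pH 7.8, 0.5 mM EDTA, 0.1 mg/ml BSA, 1 mM TCEP, 0.01% Tween-20.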
RGS4 inhibitor – inhibitors of human regulator of G protein signaling 4; P49798; Transcreener GDP fluorescence polarization, RGS4-accelerated GTP hydrolysis; Potency, µM (top dose mostly 114 µM), inactives show at the highest dose activity change, negative = inhibition, usual class: inhibitors; 390,000 compounds, 0.039% hits; AID 504845; further: potency means the concentration at half of the fitted maximal effect; on the % scale 0 is the no-effect control and ±100 the full control effect; nearly all actives have a fitted effect of over 75% in size; some results filed as inactive show a strong effect at the top dose
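MLSMR compounds (23 nl, pin-transferred) preincubated 10 min at room temperature with a 500nM (2x) first reagent, then RGS4 at 900nM (2x) plus Transcreener GDP mix added; fluorescence polarization (620/688 nm) read before and after 90 min at 30 °C.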
TrxR1 substrate – substrates of rat thioredoxin reductase 1 | O89049 | purified TrxR1 substrate turnover, NADPH consumption readout | Potency, µM (titrated, usually from 114 µM), for inactives: top-dose activity change, negative = substrate turnover | 390,000 compounds, 0.01% hits | AID 588456; further: potency means the concentration at half of the fitted maximal effect; on the % scale 0 is the no-effect control and ±100 the full control effect; nearly all actives have a fitted effect of over 50% in size
Target sequence (O89049 whole entry, looked up): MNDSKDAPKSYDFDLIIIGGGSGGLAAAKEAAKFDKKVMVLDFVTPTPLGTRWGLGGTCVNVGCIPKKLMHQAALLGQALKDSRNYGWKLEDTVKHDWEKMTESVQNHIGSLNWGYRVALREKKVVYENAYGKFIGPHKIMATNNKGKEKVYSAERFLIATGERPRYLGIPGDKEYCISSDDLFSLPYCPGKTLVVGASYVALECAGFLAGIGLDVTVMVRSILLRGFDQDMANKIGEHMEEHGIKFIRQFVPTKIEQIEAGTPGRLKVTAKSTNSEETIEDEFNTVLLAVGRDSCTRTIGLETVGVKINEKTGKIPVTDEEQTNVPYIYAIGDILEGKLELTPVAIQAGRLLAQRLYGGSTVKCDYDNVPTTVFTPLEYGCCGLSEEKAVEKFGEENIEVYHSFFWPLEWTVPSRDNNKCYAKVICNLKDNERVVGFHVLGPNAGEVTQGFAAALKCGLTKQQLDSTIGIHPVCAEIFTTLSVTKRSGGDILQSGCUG
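Rat TrxR1, dispensed at 90 nM, was prereduced with 400 uM NADPH (final) for 5 min at ~22 deg C, then incubated with compound 15 min before 400 uM selenite. A first-read NADPH fluorescence drop versus no-compound background flagged substrates.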
Vif-A3F inh – inhibitors of Vif-A3F interaction. HeLa A3F-eYFP + Vif (tagged APOBEC3F with the HIV-1 protein that degrades it), YFP fluorescence increase. Potency, µM (top dose mostly 46.1 µM), for the others: at the highest dose activity, negative = active. 390,000 compounds, 0.2% hits; further: potency means the concentration at half of the fitted maximal effect; % of control where 0% means no effect; nearly all actives have a fitted effect of over 65% in size
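Fluorescence increase (Ex 488/Em 500-530) after overnight compound treatment at 37 deg C flags inhibition of Vif-driven A3F-eYFP loss in stable HeLa A3F-eYFP/Vif cells seeded overnight beforehand.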
TrxR1 inh – blocks rat thioredoxin reductase 1. 390,000 compounds, 1% hits. O89049. AID 588453. Potency, µM (top dose mostly 114 µM), for the others: at the top dose activity change, negative = inhibition, hits mostly inhibitors. recombinant rTrxR1, NADPH fluorescence consumption, selenite substrate; further: potency means the concentration at half of the fitted maximal effect; on the % scale 0 is the no-effect control and ±100 the full control effect; nearly all actives have a fitted effect of over 65% in size
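Rat TrxR1 (90 nM in the dispensed reagent) was pre-reduced with 400 uM NADPH for 5 min at room temperature, then incubated with compound for 15 min. After 400 uM selenite was added, NADPH fluorescence (Ex 340/Em 450 nm) was followed for 8 min.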
LDHA block – blocks human lactate dehydrogenase A | activity change, % (values are at about 110 or 230 µM) | 480,000 compounds, 0.15% hits | P00338 | purified LDHA, NADH/diaphorase-resazurin fluorescence; hits give low values; in the data active means activity change below about -30%; inconclusive means mostly about -25% to -30%;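 further: plate controls were DMSO wells for no effect and wells without enzyme for full effect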
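LDH5 2 nM; NADH 0.06 mM, pyruvate 0.2 mM; 200 mM Tris pH 7.4, EDTA, Tween-20; 5 min RT. Detection: diaphorase 0.133 mg/mL + resazurin 37 µM, fluorescence ex540/em590 at 0 and 20 min; normalized to enzyme-free and DMSO wells.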
Starred values were filed as active, the others as inactive; ? = inconclusive; . = no result given; & = joins results of further samples; [ ] = dose if it differs, or a comment. Unless noted, the call rests on the fitted dose curve; in most records, active means well fitted curve in the direction sought with a large enough effect; inconclusive means small, poorly fitted or top-dose-only effect, or another doubt; inactive means no such curve, though single readings can be large; an effect the other way counts as inactive or inconclusive.

molecule,mIDH1 inhibitor,Glioma ERSR ind,Vif-A3G inh,USP1-UAF1 inh,RGS4 inhibitor,TrxR1 substrate,Vif-A3F inh,TrxR1 inh,LDHA block
COc1cc(CN(C(=O)c2oc3ccccc3c2C)C2CCS(=O)(=O)C2)cc(OC)c1OC (stereo not given),-12%,0%,-2%,-21%,-1%,7%,4%,9%,-5
COc1ccc(-c2cc(=O)oc3cc(OCC(C)=O)ccc23)cc1,-4%,-1%,-1%,-16%,-8%,-7%,-1%,-12%,-10
O=C1OC(COCC#Cc2ccccc2)CN1c1ccccc1 (stereo not given),6%,-5%,-1%,-16%,.,.,-9%,.,-5
CCOC(=O)c1c(C)[nH]c(C)c1C(=O)CSc1nnc(-c2ccncc2)n1C,-3%,-2%,-7%,-15%,-18%,2%,.,-5%,-6
Cc1ccc(S(=O)(=O)N2CCOCC2)cc1NC(=O)CSc1nc(N)cc(=O)[nH]1,1%,-2%,0%,-19%,1%,3%,2%,15%,-3
Cc1ccc(S(=O)(=O)N(CC(=O)NCc2ccco2)Cc2ccccc2F)cc1,17%,-1%,1%,-5%,-11%,-5%,0%,2%,-8
Cc1cc(C)nc(NC(=O)Cc2cccs2)n1,-4%,-6%,1%,-11%,-24%,-1%,.,-12%,-4
NC12CC3CC(C1)CC(O)(C3)C2,5%,-2%,1%,-1%,-13%,-2%,0%,16%,3
CCN(CC)c1ccc(N=C2C=CC(=O)C=C2NC(C)=O)cc1,0%,0%,-12%,-7%,?,11%[57.1 µM],?,-58%,26
COc1ccc(N2C(=O)CSC2c2ccc3c(c2)OCO3)cc1 (stereo not given),1%,-1%,-6%,-6%,41%,-6%,1%,-14%,-1
O=C(O)c1ccnc(SCC(=O)c2ccccc2)c1,3%,-6%,1%,-13%,-10%,-7%[11.4 µM],-12%,-7%[11.4 µM],-3
COc1ccc(S(=O)(=O)Nc2cccc(S(=O)(=O)N3CCCCCC3)c2)cc1,-1%,-2%,-1%,-19%,-25%,-2%,-2%,1%,2
Cc1cc(C(=O)N2CCOCC2)n(-c2ccccc2)n1,-6%,-2%,-2%,5%,5%,-11%,-9%,-14%,1
COc1ccc(S(=O)(=O)Cc2ccc(C(=O)N3CCN(C(=O)c4ccco4)CC3)o2)cc1,-4%,-3%,0%,?,-8%,3%,-11%,5%,-1
c1nc2nc3c(c(N4CCOCC4)n2n1)CCCC3,0%,-7%,3%,-5%,18%,6%,7%,10%,-5
NC(=NCCc1ccccc1)NC(=O)c1cc(Cl)ccc1O,12%,-2%,-9%,-22%,24%,56%[activator],?,31%,-3
CC1=C(C(=O)N2CCOCC2)CC(CC(=O)NC2CC2)C(=O)N1Cc1ccc(C(C)(C)C)cc1 (stereo not given),8%,-3%,-8%,-5%,.,.,8%,.,-15
O=C(COc1ccccc1[N+](=O)[O-])Nc1ccccc1N1CCCCC1,-2%,-1%,-7%,-7%,-7%,-4%,1%,13%,-3
O=C(Cn1nc(-c2ccccc2)c2ccccc2c1=O)Nc1cccc(O)c1,-2%,-2%,-5%,-4%,-29%,7%[57.1 µM],6%,20%[57.1 µM],10&-4
N/C(=N\c1nc2c(c(=O)[nH]1)CCCC2)Nc1ccccc1Sc1ccccc1,5%,-4%,-2%,-20%,10%,9%,4%,18%,0
CN(Cc1ccccc1)C(=O)C1CCCN(c2ncnc3c2nc2n3CCCCC2)C1 (stereo not given),-1%,-5%,0%,-10%,3%[11.4 µM],1%,-3%,10%,-3
COC(=O)c1ccc(NC(=O)COc2ccc(C3C(C#N)=C(N)Oc4c3ccc3ccccc43)cc2OC)cc1 (stereo not given),7%,2%,-3%,-14%,-50%,5%,-7%,-31%,16
CN1C(=O)Cc2cc(S(=O)(=O)NCCc3ccc(Cl)cc3)ccc21,-1%&-9%,-5%&-4%,0%&3%,-1%&-14%,42%&-53%,-4%&0%,4%&-2%,22%&14%,-11&4
CCOc1ccc(CCNC(=O)c2nnc(Cc3ccc(F)cc3)o2)cc1OCC,-3%,-3%,6%,-21%,-1%,1%,1%,16%,-1
CC(=O)OCC(=O)C1CCC2C3CCC4=CC(=O)C=CC4(C)C3CCC12C (stereo not given),4%,-6%,1%,-16%,-42%,-4%[11.4 µM],-13%,8%[11.4 µM],-1
COc1ccc(NC(=O)c2c(-c3ccc(C)cc3)nnc3ccccc23)cc1Cl,-7%,1%,-2%,-3%,-13%,-3%[57.1 µM],2%,6%[57.1 µM],-2
CCCSc1nnc(-c2c[nH]c3ccccc23)n1C,0%,6%,-6%,-17%,-11%,12%[57.1 µM],-4%,3%[57.1 µM],1
Cc1c(C(=O)Nc2nccs2)oc2ccc(Br)cc12,-2%,5%,-16%,-1%,-24%,-7%[11.4 µM],-21%,-18%[11.4 µM],2
OC(CNCC(c1ccc(Cl)cc1Cl)c1c[nH]c2ccccc12)c1ccccc1 (stereo not given),-4%,-17%,2%,-23%,-12%,-14%[57.1 µM],9%,31%[57.1 µM],-3
COC(=O)c1ccc(/C=C/C(=O)OCC(=O)NCc2cccs2)cc1,7%,3%,1%,?,-14%,-2%[57.1 µM],-11%,16%[57.1 µM],0
COCCCNC(=O)CSc1nc2c(sc3ccccc32)c(=O)n1CCCC(=O)NCCOC,0%,0%,2%,15%,-14%,3%,1%,17%,0
COC1C=CC=C(C)C(=O)NC2=CC(=O)C(N)=C(CC(C)CC(OC)C(O)C(C)C=C(C)C1OC(N)=O)C2=O (stereo not given),-3%,21%,-9%,-14%,12%,7%[57.1 µM],9%,2%[11.4 µM],18
CC(C)CC1(C(=O)NCc2cc(F)cc(C(F)(F)F)c2)C=CCN1C(=O)c1ccccc1 (stereo not given),2%,-1%,-1%,-1%,15%,-8%,3%,5%,-9
CC1=NN(S(=O)(=O)c2ccc(C)cc2)C(=O)c2ccccc2O1,0%,0%,0%,-7%,19%,0%,7%,17%,-10
CN(C)S(=O)(=O)c1cccc(NC(=O)C2Cc3ccccc3CN2C(=O)c2ccco2)c1 (stereo not given),4%,14%,0%,-20%,-47%,4%,2%,56µM*,-1
CCc1cc2c(NC(Cc3c[nH]c4ccccc34)C(=O)O)nc(C)nc2s1 (stereo not given),2%,-2%,0%,-1%,-2%,-1%,4%,2%,-4
C#CCOCCOCCOCCNc1nc(N2CCN(C(=O)[C@H](CCCN=C(N)N)n3cc(C(N)[C@@H](C)CC)nn3)CC2)nc(N2CCN(C(=O)[C@H](CCC(=O)O)n3cc([C@@H](N)CCCCN)nn3)CC2)n1 (stereo not given in full),-14%,-3%,3%,-23%,15%,7%,3%,-3%,-8
CN(CC(=O)Nc1nc2ccccc2s1)S(=O)(=O)c1ccc(Cl)cc1,9%,4%,4%,?,-30%,-12%,-4%,-5%,0
Cc1ccc(SCCC(=O)NNC(=O)c2ccccc2F)cc1,1%,0%,3%,-12%,-10%,3%,4%,23%,-8
COc1ccc(/C=N/N(Cc2ccccc2)c2ccccc2)cc1O,5%,2%,-4%,-15%,?,-9%[57.1 µM],-31%,1%[57.1 µM],-1
COc1cc2c(cc1OC)C(C)N(C(=O)C1COc3ccccc3O1)CC2 (stereo not given),2%,-4%,1%,-9%,18%,-10%,-1%,11%[57.1 µM],3
CC(/C=C/C1[C@H](C)C[C@H](O[C@@H]2O[C@H](CO)[C@@H](O)[C@H](O)[C@H]2O)CC1(C)C)O[C@H]1O[C@H](CO)[C@@H](O)[C@H](O)[C@H]1O (stereo not given in full),23%,-4%,-2%,-3%,6%,6%,-4%,9%[57.1 µM],-3
O=C(OCCSCCOC(=O)C1CC=CCC1)C1CC=CCC1 (stereo not given),0%,-4%,0%,-3%,32%,6%[57.1 µM],4%,8%,-1
COc1cccc(CNC(=O)CCC2CCCN(C(=O)c3ccoc3)C2)c1 (stereo not given),0%,-5%,4%,-6%,56%[activator],-10%,-6%,-13%,-6
Cc1nnc(SCC2=C(C(=O)O)N3C(=O)C(NC(=O)c4cccc(F)c4F)C3SC2)s1 (stereo not given),-3%,-1%,1%,-22%,-12%,6%,0%,?,-6
CCC(=O)NC(=S)Nc1cccc(NC(=O)c2ccccc2Cl)c1,-4%,-2%,-1%,-20%,-3%[11.4 µM],5%[57.1 µM],-1%,-4%[57.1 µM],-8
O=C(Nc1c2c(nn1-c1ccc(F)cc1)CS(=O)(=O)C2)c1ccc2c(c1)OCO2,-1%,-4%,1%,-26%,-13%,11%,1%,23%,2

The list is partial. The share of hits here may be higher or lower than overall.
